Screens: PubChem, several laboratories
HTR1E agonist: 5-HT1E receptor agonists, primary screen, cell-based, HTS | hit rate 0.69% among 65,000 | activation, % at 6 µM | CHO 5-HT1E Ga15 NFAT-bla reporter, FRET; 0% DMSO wells, 100% control agonist wells;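 active = activation above a set limit, the screen-wide mean activation plus 3 SD, cut at about 8.5% in these data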;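 note: 100% = positive control agonist at 1 µM giving full maximal response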
tolC growth inh: growth inhibitors of E. coli tolC mutant, primary screen, strain BW25113 ΔtolC::kan, 384-well; OD615; growth inhibition, % at 10 µM (by protocol); hit rate 2.2% among 65,000; AID 573, 2007;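 active = growth inhibition at or above a cutoff equal to the mean over every tested compound plus 3 SD, cut at about 60% in these data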;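 note: growth measured after 20 h incubation at 37 °C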
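Doses: one dose of 10 µM final / Material: E. coli BW25113 ΔtolC::kan, tolC deletion mutant strain / Buffer or medium: LB with kanamycin 50 µg/mL / Evaluation: percent growth inhibition / Detection: optical density read at 615 nm / Incubation: 37 °C, 20 h exposure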
SF1 activator: activators of human SF-1, primary screen, cell-based, CHO-K1, Gal4-SF-1 LBD, luciferase luminescence; Steroidogenic factor 1 (Homo sapiens), Q13285; CHO-K1 Gal4-SF-1 LBD luciferase reporter; % increase over DMSO SF-1-specific signal; activation, % at 10 µM; hit rate 1.9% among 65,000; AID 522, 2006;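 active = activation above the mean activation of all tested compounds plus 3 SD, cut at about 50% in these data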
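Test system: transient Gal4-SF-1 LBD reporter, CHO-K1; Amount: 4,000 CHO-K1 cells per well; Doses: 10 µM only; Timing: compound exposure 20 h at 37 °C; Signal: luciferase light emission; Read-out basis: percent activation relative to DMSO median and mock-transfected background; Control set: DMSO negative control and −SF1 background wells; Replicates: one test per compound.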
S1P1 ag pot: S1P1 agonists and agonism potentiators, primary screen, cell-based, primary and confirmation screens, CRE-bla reporter; Sphingosine 1-phosphate receptor 1 (Homo sapiens), P21453; S1P1 CRE-bla cells, forskolin, beta-lactamase FRET, potentiator mode; S1P1 agonist co-added at EC20, 2 nM; 100% = saturating reference agonist, 0% = basal; activation, % at 9.5 µM; hit rate 0.57% among 56,000; AID 449, 2006;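 active = activation above a cutoff set at the mean activation of all tested compounds plus 3 SD, cut at about 54% in these data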;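 note: forskolin at 4 µM as EC80 and the EC20 agonist is SEW2871; 100% = SEW2871 at its EC100 plus forskolin at EC80; some compounds past the cut are filed as inactive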
S1P3 ag: human S1P3 receptor agonists, primary screen, cell-based, primary and confirmation, NFAT-BLA reporter; Sphingosine 1-phosphate receptor 3 (Homo sapiens), Q99500; S1P3 NFAT-BLA reporter cells, agonism, FRET ratio; relative to 1 µM S1P, basal subtracted; activation, % at 4.5 µM; hit rate 0.1% among 60,000; AID 373, 2006;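 active = activation above the screen-wide mean plus 3 SD, cut at about 4.5% in these data, passing the limit was not always enough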; note: some compounds called inactive have numbers as strong as hits
Target sequence (Q99500 whole entry, looked up): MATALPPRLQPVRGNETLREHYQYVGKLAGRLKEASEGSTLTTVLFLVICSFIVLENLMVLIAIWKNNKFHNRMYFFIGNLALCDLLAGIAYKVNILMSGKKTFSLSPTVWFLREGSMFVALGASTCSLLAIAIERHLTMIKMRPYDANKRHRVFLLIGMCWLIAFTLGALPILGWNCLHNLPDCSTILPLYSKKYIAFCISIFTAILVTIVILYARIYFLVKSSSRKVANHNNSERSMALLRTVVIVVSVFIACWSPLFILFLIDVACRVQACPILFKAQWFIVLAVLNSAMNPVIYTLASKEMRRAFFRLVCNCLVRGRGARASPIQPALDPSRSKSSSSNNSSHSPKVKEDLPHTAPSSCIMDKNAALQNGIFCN
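Benchmarks: high control 1 µM S1P / System: stable CHO line with human S1P3, Gα16, NFAT-BLA reporter / Dosing: single compound concentration, 4.5 µM final / Timing: 4 h compound at 37 °C, 2 h substrate at RT / Measured by: FRET β-lactamase substrate fluorescence, excitation 405 nm, 460/535 nm emission ratio, background-subtracted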
AP complement: alternative complement pathway inhibitors, primary screen, biochemical, ELISA, human serum, orthogonally pooled compounds; LPS-coated ELISA, C3 deposition; tested in compound mixtures; inhibition, % at 5 µM; hit rate 0.08% among 62,000;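 active = inhibition above 30% in each of the two pooled mixtures holding the compound, so the lower value exceeds 30%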;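 note: 0% = serum in Mg-EGTA without compound and 100% = EDTA serum blank; some compounds past the cut are filed as inactive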
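Assay system: human serum alternative complement pathway, C3 deposition on LPS-coated wells; Dosing: 5 µM per compound in ten-compound mixtures; Detection: Anti-C3 ELISA, OD 450 nm; Buffer or medium: Mg2+-EGTA GVB++ buffer containing human serum at 1:15 dilution; Timing: 1 h at 37 °C; Replication: two different pools per compound.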
RORa activator: activators of orphan receptor RORA, primary screen, cell-based, luminescence | Nuclear receptor ROR-alpha (Homo sapiens), P35398 | CHO-K1 Gal4-RORA LBD luciferase reporter; percent increase over mock-subtracted basal signal | activation, % at 10 µM | hit rate 1.5% among 65,000 | AID 560, 2006;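 active = activation above the mean of all tested compounds plus 3 SD, cut at about 49% in these data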;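 note: 0% = DMSO-treated RORA cells and 100% = added signal equal to DMSO minus mock-transfected cells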
Target sequence (P35398 whole entry, looked up, the tested form may be a part): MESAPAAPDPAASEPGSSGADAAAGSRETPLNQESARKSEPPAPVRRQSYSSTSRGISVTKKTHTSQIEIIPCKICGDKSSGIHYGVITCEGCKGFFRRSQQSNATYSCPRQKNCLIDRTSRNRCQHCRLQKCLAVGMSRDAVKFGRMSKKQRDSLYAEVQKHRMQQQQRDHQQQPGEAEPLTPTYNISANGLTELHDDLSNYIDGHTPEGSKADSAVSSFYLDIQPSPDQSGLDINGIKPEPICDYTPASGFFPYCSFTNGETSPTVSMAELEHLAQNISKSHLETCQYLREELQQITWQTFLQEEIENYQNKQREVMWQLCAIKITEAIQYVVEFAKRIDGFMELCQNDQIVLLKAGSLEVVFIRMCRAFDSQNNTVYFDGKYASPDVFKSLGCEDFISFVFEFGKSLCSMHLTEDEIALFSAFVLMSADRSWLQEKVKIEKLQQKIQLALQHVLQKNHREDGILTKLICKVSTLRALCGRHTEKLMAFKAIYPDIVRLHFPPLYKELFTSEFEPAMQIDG
HTR1E antagonist: 5-HT1E receptor antagonists, primary screen, cell-based, HTS; inhibition, % at 6 µM; CHO 5-HT1E Ga15 NFAT-bla reporter, FRET, antagonist; hit rate 0.99% among 65,000; 5-hydroxytryptamine receptor 1E (Homo sapiens), P28566;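 active = inhibition above a set limit, the mean inhibition across every tested compound plus 3 SD, cut at about 29% in these data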;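 note: signal is the 460 over 535 nm emission ratio of beta-lactamase substrate; 0% = agonist plus DMSO wells and 100% = wells without agonist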
5-HT1A blocker: human 5-HT1a receptor antagonists, primary screen, cell-based, CHO, Ga15 NFAT-bla reporter. 5-hydroxytryptamine receptor 1A (Homo sapiens), P08908. CHO 5-HT1a Ga15 NFAT-bla reporter, antagonist mode. inhibition, % at 10 µM. hit rate 0.68% among 62,000;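 active = inhibition above the mean of all tested compounds plus 3 SD, cut at about 43% in these data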;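 note: receptor stimulated by 5-CT agonist at 100 nM near EC80; beta-lactamase reporter measured by ratiometric fluorescence of a cleavable substrate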
The depositor's hits bear a star; / = not tested or not shown.

SMILES	HTR1E agonist	tolC growth inh	SF1 activator	S1P1 ag pot	S1P3 ag	AP complement	RORa activator	HTR1E antagonist	5-HT1A blocker
COc1cc(C(=O)N2CCC(NC(=O)C(Cc3ccc(C)cc3)NC(C)=O)CC2)cc(OC)c1OC (centres undefined)	-0.1	-15	-16	-28	-1.7	23	9	-4	0
O=c1[nH]nnc2c1sc1nc(N3CCOCC3)c3c(c12)CCCC3	-0.4	54	-14	-15	-0.2	2	10	3	2
N#Cc1c(-c2ccco2)cc(-c2ccc(F)cc2)nc1N	-0.9	7	10	-41	0.0	7	27	6	15
CC(NC(=O)c1ccco1)C(c1cccs1)N1CCN(c2ccccc2)CC1 (centres undefined)	-1.4	7	3	1	-0.5	16	23	9	12
CN1CCN(C(=O)c2ccc(S(=O)(=O)c3ccc(Br)cc3)cc2)CC1	0.2	-4	6	4	-0.8	4	-13	-1	3
O=C(CSc1ncn(-c2ccccc2)n1)Nc1nc2ccccc2s1	0.6	33	3	8	-0.5	12	-6	-1	-2
COc1ccccc1C1NC(=O)CS1 (centres undefined)	0.7	-5	-17	-23	-1.1	10	-2	5	-18
Cc1oc(-c2cccc(Cl)c2)nc1CN1CCC(C(=O)NCc2ccco2)CC1	0.1	-8	-8	28	-0.3	8	-31	9	16
Cc1cc(=O)[nH]c(SCC(=O)c2ccccc2)c1C#N	-0.4	5	-8	-4	-2.3	/	-14	-10	/
O=C1c2oc3ccc(F)cc3c(=O)c2C(c2ccncc2)N1CCN1CCOCC1 (centres undefined)	0.3	-16	9	11	-1.5	5	3	11	5
Cc1ccc(NS(=O)(=O)c2ccc(CCC(=O)N3CCOCC3)cc2)cc1	0.8	-3	15	-1	-1.1	6	-3	-7	1
O=C(NCc1nnc2n1CCCCC2)c1ccc(Cl)cc1Cl	-0.1	-25	-8	8	-1.0	2	0	-4	-1
O=C(O)C1CCCN1C(=O)OCc1ccccc1 (centres undefined)	0.4	-20	23	-24	0.1	8	-8	-1	-1
CCCCn1c(=N)n(CC(O)COc2cccc(C)c2)c2ccccc21 (centres undefined)	0.2	47	-3	-30	-1.1	3	-10	0	43*
CCOc1ccccc1N(C(=O)CNC(=O)c1ccco1)C(C(=O)NC(C)(C)C)c1ccncc1 (centres undefined)	0.6	-11	-11	10	-0.5	7	-1	-4	-5
Cn1c(Cc2ccc3c(c2)OCO3)nnc1SCC(=O)N1CCc2ccccc2C1	0.1	-8	0	19	-0.3	-5	-6	-4	0
CS(=O)(=O)N1CCC(C(=O)Nc2ccc(OCc3ccccc3)cc2)CC1	-0.7	-5	-12	/	-1.3	22	-5	8	0
CC(C)C(NC(=O)C1CCCCC1)C(=O)NC1CCN(Cc2ccccc2)CC1 (centres undefined)	-0.5	-11	14	10	-0.5	9	-1	7	-2
CC(Sc1nncs1)C(=O)NCc1ccc2c(c1)OCO2 (centres undefined)	-0.4	-13	11	-23	0.1	19	-25	-5	-6
Cc1cccn2cc(CNC(=O)c3ccco3)nc12	0.2	-13	16	-16	-0.9	0	-12	2	1
CCCOC(=O)c1ccc(Oc2cn[nH]c2-c2ccc(OC)cc2O)cc1	-0.6	95*	2	36	-1.2	4	18	26	46*
CCCOC(=O)CSC1=C(C#N)C(c2ccc3c(c2)OCO3)CC(=O)N1 (centres undefined)	-0.3	13	-1	-2	-2.7	/	6	-2	/
OC(CN1CCN(c2ccccn2)CC1)Cn1c2ccccc2c2ccccc21 (centres undefined)	1.2	7	10	-8	-0.5	7	24	-10	17
CSC1=NC2(CCCCC2)C2=C(CCCC2)N1	-1.3	-12	7	16	-0.5	13	-19	12	8
O=C(Nc1ccc(NC(=O)C2CC2)cn1)c1ccccc1Cl	-0.3	-14	45	-2	-0.4	4	30	4	4
Cc1ccc(NC(=O)C2CC(=O)NC(Nc3cccc(C)c3)=N2)cc1 (centres undefined)	-0.6	-14	13	-28	-1.0	-4	2	0	10
CC(C)(C)NC(=O)CN(C(=O)CS(=O)CC(=O)Nc1ccc(F)cc1)c1ccccc1 (centres undefined)	-0.6	-9	5	/	/	-11	-2	-12	-8
O=C(Nc1nc2c(s1)CCCC2)c1cccs1	0.0	4	-6	18	-0.2	12	-22	-5	4
COC(=O)C1=C(C)NC(=O)NC1c1cc(Cl)ccc1OC (centres undefined)	-0.5	-17	8	8	-1.0	-18	18	0	-2
CC(=O)c1cnc(Nc2nc(C)c3ccc(C)cc3n2)nc1C	0.8	-8	-5	7	0.6	18	-19	-4	-19
Cc1cc(NCCCn2ccnc2)n2nc(-c3ccc(F)cc3)cc2n1	-0.8	9	20	1	-0.4	13	6	3	-19
CCCN1C2=NS(=O)(=O)CCN2c2ccccc21	-0.1	-5	4	17	-0.7	-4	-10	14	17
Cc1cc2ccccc2c(=O)[nH]1	-1.3	-13	3	-42	0.9	18	-6	-13	-3
Cc1csc(SCC(=O)NCc2cccs2)n1	-0.2	-5	9	-18	-0.2	2	16	8	7
O=C(NCCCN1CCCC1=O)c1cccc(N2CCCC2=O)c1	-1.0	2	-1	-10	-0.7	-4	19	9	3
N#Cc1cnc(SCC(=O)c2ccccc2)nc1N	-0.8	-3	8	5	-0.4	6	13	9	-4
COC(=O)c1ccc2c(c1)NC(=O)C(N1CCCCC1)S2 (centres undefined)	0.5	15	6	/	/	-1	-1	-17	-46
COc1cc(CN2CCN(S(=O)(=O)c3ccc(F)cc3)CC2)cc(OC)c1OC	-0.6	-6	8	4	-0.3	4	13	0	-9
CCOc1ccc(-c2nnc(NC(=O)CCCOc3cccc(C)c3)o2)cc1	0.5	20	14	12	1.5	8	26	-3	-2
N#Cc1c(NC(=O)c2ccc(Br)o2)n(-c2ccccc2)c2nc3ccccc3nc12	1.3	62*	3	-22	1.5	12	-16	0	3
Cc1cc(=O)oc(C)c1C(=O)N[C@@H]1CCCCNC1=O	0.3	-6	-1	2	-4.6	/	-16	6	/
COC(=O)c1ccn(C(=O)c2ccc(Cl)cc2)n1	0.1	-10	3	-17	-2.2	/	-30	1	/
CN(C)CCN(Cc1ccccc1)c1ccccn1	-0.4	14	-20	9	-4.1	15	-1	-2	/
O=C(Cc1cccs1)Nc1nnc(CCc2ccccc2)s1	0.6	-9	6	/	-0.8	4	-13	-7	1
Cc1cnc(NC(=O)c2ccc(-c3nc4ccccc4s3)o2)s1	1.7	39	-20	/	/	2	-1	4	-10
O=C(C1CCCN(S(=O)(=O)c2cccs2)C1)N1CCC(N2CCCCC2)CC1 (centres undefined)	0.3	-14	1	-2	0.0	7	-14	-4	-2
O=C1c2ccccc2-c2ncnc3cccc1c23	-0.6	32	-3	-15	2.1	-2	22	4	0
Cc1cc(C(=O)NCc2cccnc2)n(-c2ccccc2)n1	0.4	-5	-8	-20	-1.3	17	-27	0	-12
CSc1nc(C)cc(OCNC(=O)c2cccs2)n1	-0.3	-10	4	6	-0.7	-4	0	2	14
CCCCC(=O)Nc1ccc(NC(=O)c2cc(OC)c(OC)c(OC)c2)cn1	-0.5	-14	-17	9	-0.6	19	-14	-2	7
c1ccc(-c2cnnc(SCc3cn4cccnc4n3)n2)cc1	0.2	12	4	-78	0.7	18	4	9	1
c1coc(CSCc2cn3cccnc3n2)c1	0.5	-9	-6	-10	-1.3	9	-16	-4	1
COc1ccc(/C=N/n2cnnc2SCc2ccc(OC)cc2)cc1	0.5	23	-15	-16	-0.7	4	-17	-1	18
O=C1NCC2=C1C(c1ccccc1)Nc1ccccc1N2 (centres undefined)	0.3	-8	35	-15	-1.9	27	-22	-1	-15
COC(=O)c1c(C)oc2cc(Br)c(OCC(=O)C(C)(C)C)cc12	0.1	-4	-15	/	/	19	-15	-11	-14
NC(=O)C1CCN(C(=O)CN2CCc3ccccc32)CC1	-0.4	-7	-6	-12	-0.2	17	-4	-2	4
Cc1ccc2[nH]c3c(N4CCN(Cc5ccc6c(c5)OCO6)CC4)ncnc3c2c1	3.6	7	-74	79	-0.6	5	-82	16	/
O=C(CCc1ccccc1)Nc1ncc2c(n1)CCCC2=O	-0.1	-2	5	-6	-0.6	10	20	-6	-3
CCOC(=O)Cc1csc(Nc2c(C)n(C)n(-c3ccccc3)c2=O)n1	0.8	-6	2	6	-1.2	16	-13	11	-7
CCN(CC)CCOc1cc2c(nn1)Oc1ccccc1N2C	-1.3	-3	-1	-20	0.6	1	0	10	11

2 of the compounds above, as a markdown table.
| structure | HTR1E agonist | tolC growth inh | SF1 activator | S1P1 ag pot | S1P3 ag | AP complement | RORa activator | HTR1E antagonist | 5-HT1A blocker |
| --- | --- | --- | --- | --- | --- | --- | --- | --- | --- |
| NC(=O)C1CCN(C(=O)CN2CCc3ccccc32)CC1 | -0.4 | -7 | -6 | -12 | -0.2 | 17 | -4 | -2 | 4 |
| Cc1cc(=O)oc(C)c1C(=O)N[C@@H]1CCCCNC1=O | 0.3 | -6 | -1 | 2 | -4.6 | / | -16 | 6 | / |

Continued:
SMILES	HTR1E agonist	tolC growth inh	SF1 activator	S1P1 ag pot	S1P3 ag	AP complement	RORa activator	HTR1E antagonist	5-HT1A blocker
Cn1c(CNc2nc(-c3ccccc3)cs2)nnc1SCC(=O)c1ccccc1	-0.3	12	20	9	-0.8	10	-6	-1	-9
COc1ccc(CCNC(=O)c2cnc3scc(C)n3c2=O)cc1OC	0.5	10	12	-24	-1.3	-2	14	18	5
Cc1nn(C)c(C)c1S(=O)(=O)N(CC(=O)NCCCOC(C)C)c1ccc(C(C)C)cc1	0.4	-14	-6	1	0.9	-1	9	-13	-4
CCn1c(SCC(=O)Nc2nc(C)cs2)nnc1-c1cccnc1	-1.9	-7	6	-16	-0.3	-6	17	-14	-6
Cc1cccc(-n2ncc3c(N4CCOCC4)ncnc32)c1	0.3	6	-65	-10	-1.0	19	-67	13	4
CC(=O)Oc1c(S(=O)(=O)c2ccccc2)c(C)nn1C(C)(C)C	-0.3	5	0	-26	0.7	0	-4	-3	0
OCCN(Cc1ccccc1)CC1CC2C=CC1C2 (centres undefined)	-0.9	-8	-12	6	-0.5	13	8	5	17
